SENP8 block-1 = blocks human SENP8 cleavage of Nedd8 substrate | Q96LD8 | AID 602440 | inhibition, % at 20 µM | recombinant SENP8, Nedd8 substrate fluorescence | 0.64% of 360,000 active; in the data active = inhibition mostly above about 40%, no sharp cut-off; inactive = mostly below about 27%
Target sequence (Q96LD8 whole entry, looked up): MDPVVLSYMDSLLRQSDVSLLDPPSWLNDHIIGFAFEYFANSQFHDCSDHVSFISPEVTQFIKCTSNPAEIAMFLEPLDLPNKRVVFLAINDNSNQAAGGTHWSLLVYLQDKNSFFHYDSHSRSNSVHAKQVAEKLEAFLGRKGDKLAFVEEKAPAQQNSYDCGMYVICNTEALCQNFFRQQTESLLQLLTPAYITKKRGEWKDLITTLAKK
HKDC1 inh = blocks human hexokinase HKDC1 activity; AID 493160; recombinant HKDC1, G6PDH/diaphorase resazurin coupled fluorescence; inhibition, % at 20 µM; 0.16% of 340,000 active;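 active = inhibition above about 35% when tested at 20 µM, limit read from the data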;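 also: plate controls were DMSO wells with enzyme for no effect and DMSO wells lacking enzyme for full effect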
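Assay system: in-house recombinant HK5 (HKDC1) enzyme. Input: HKDC1 at 5 µg/mL. Medium: Tris pH 8.0 buffer with MgCl2, Tween-20, BSA, BME. Dosing: single 20 µM dose. Schedule: 90 min reaction incubation at room temperature, dark. Signal: resazurin-to-resorufin fluorescence via G6PDH and diaphorase coupling, 525/613 nm. Controls: DMSO-enzyme wells negative, buffer-substituted wells positive.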
SENP8 block-2 = SENP8 protease inhibition. AID 2540. 1.2% of 330,000 active. Q96LD8. purified SENP8, Z-RLRGG-aminoluciferin cleavage, luminescence. inhibition, % at 10 µM; in the data active = inhibition above about 50%
SENP6 inh = SENP6 protease inhibition. Q9GZR1. Recombinant SENP6 catalytic domain, aminoluciferin luminescence. inhibition, % at 10 µM. 1.8% of 330,000 active. AID 2599;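 active = inhibition above about 50% at the single tested dose, limit read from the data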;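 also: plate controls were DMSO wells with enzyme for no effect and DMSO wells lacking enzyme for full effect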
Target sequence (Q9GZR1 628-1112 limits assumed): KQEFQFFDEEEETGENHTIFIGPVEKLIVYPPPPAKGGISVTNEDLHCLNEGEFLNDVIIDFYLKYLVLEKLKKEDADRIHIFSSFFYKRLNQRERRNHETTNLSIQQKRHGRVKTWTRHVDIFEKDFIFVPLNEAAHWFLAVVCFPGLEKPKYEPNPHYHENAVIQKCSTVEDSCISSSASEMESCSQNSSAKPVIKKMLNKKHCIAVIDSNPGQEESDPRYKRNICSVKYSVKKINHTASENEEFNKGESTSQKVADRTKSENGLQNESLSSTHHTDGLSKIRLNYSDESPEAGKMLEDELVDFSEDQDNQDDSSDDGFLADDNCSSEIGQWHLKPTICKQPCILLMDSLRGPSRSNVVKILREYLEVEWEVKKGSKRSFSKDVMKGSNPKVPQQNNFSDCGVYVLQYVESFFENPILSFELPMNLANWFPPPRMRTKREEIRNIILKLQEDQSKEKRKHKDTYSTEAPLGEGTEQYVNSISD
Apaf-1 inh = blocks human Apaf-1 apoptosome activity; AID 489030; 0.71% of 330,000 active; O14727; reconstituted apoptosome caspase-3 activity, DEVD-Rh110 fluorescence; inhibition, % at 20 µM; active = inhibition of at least 40% at 20 µM;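 also: plate controls were DMSO wells for no effect and DEVD-CHO caspase inhibitor wells for full effect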
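Assay system – apoptosome proteins · Medium – Hepes buffer, pH 7.5 · Also added – cytochrome c with DEVD-Rh110 · Timing – 30 min compound preincubation, 50 min activation, room temperature · Detection – Rh110 fluorescence, excitation 480 nm, emission 540 nm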
SENP7 inh = SENP7 protease inhibition. Q9BQF6. recombinant SENP7, Z-RLRGG-aminoluciferin luminescence, 40 min. inhibition, % at 5 µM. 1.5% of 330,000 active. AID 434973;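 active = inhibition above about 50% at the single test dose, limit read from the data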;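 also: plate controls were DMSO with enzyme for no effect and no enzyme buffer wells for full effect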
Target sequence (Q9BQF6 706-1050 limits assumed): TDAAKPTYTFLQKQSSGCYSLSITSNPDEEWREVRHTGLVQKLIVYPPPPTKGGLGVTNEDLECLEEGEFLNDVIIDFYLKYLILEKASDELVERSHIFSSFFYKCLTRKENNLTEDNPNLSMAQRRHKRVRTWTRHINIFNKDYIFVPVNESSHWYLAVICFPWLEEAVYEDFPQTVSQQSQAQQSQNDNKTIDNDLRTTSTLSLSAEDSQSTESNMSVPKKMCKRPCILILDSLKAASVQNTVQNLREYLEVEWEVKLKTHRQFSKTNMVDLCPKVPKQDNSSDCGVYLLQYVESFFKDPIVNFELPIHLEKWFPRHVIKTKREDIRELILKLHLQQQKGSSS
SENP1 FRET inh = inhibitors of human SENP1 SUMO protease catalytic domain | 0.21% of 360,000 active | inhibition, % at 10 µM | Q9P0U3 | recombinant SENP1 catalytic domain, CyPet-SUMO1-YPet FRET cleavage;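 active = inhibition at least 30% at 10 µM, raw YFP signal under a set limit, fluorescence ratio 0.5 to 1.5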;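 also: 0% = enzyme with DMSO and 100% = no enzyme wells; some results filed as inactive read as strong as hits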
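Test system: human SENP1 catalytic domain; medium: Tris pH 8 buffer plus EDTA, NaCl, BME, BSA, NP40, catalase; incubation: 50 min reaction at room temperature; technique: FRET, CFP and YFP emission; controls: no-enzyme low control and enzyme-plus-DMSO high control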
PfG6PD inh = PfG6PD (Plasmodium falciparum) enzyme inhibition; PfGluPho enzyme, NADPH resazurin-diaphorase fluorescence; inhibition, % at 20 µM; 0.78% of 350,000 active; AID 504690;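 active = inhibition reaching at least a set limit at 20 µM in the primary screen, cut at about 59% in these data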;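 also: 0% = DMSO wells with substrate and 100% = DMSO wells lacking glucose-6-phosphate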
Starred values were filed as active, the others as inactive; i = inactive; . = not tested or not shown.

SMILES | SENP8 block-1 | HKDC1 inh | SENP8 block-2 | SENP6 inh | Apaf-1 inh | SENP7 inh | SENP1 FRET inh | PfG6PD inh
CCOc1ccc(CNC(=O)c2ccc3nc(N4CCOCC4)sc3c2)cc1 | 8 | 3 | 3 | -2 | 4 | -4 | 1 | 10
COc1cc(C(CC(=O)N2CCCC2)c2c(OC)cc(OC)c3ccc(=O)oc23)cc(OC)c1OC (stereo not drawn) | -311 | 7 | -6 | -7 | 0 | -5 | -45 | -7
Cc1oc2ccccc2c1CC(=O)NCCCN(C)C | 4 | -6 | 2 | -14 | -2 | -14 | -1 | -1
CCC(C)(C)NC(=S)Nc1ccccc1C | 6 | -10 | 4 | -10 | 5 | 8 | 1 | 6
CCCN(CC(=O)Nc1ccccc1C)C(=O)c1ccc2c(c1)S(=O)(=O)N=C1CCCCCN12 | 16 | -6 | 3 | -4 | -5 | 5 | 1 | 0
O=C(NCCc1csc(-c2ccccc2)n1)c1c(F)cccc1F | -2 | -4 | 0 | -13 | -1 | -1 | 1 | 10
CSc1ccccc1-c1n[nH]c(=S)o1 | -388 | -2 | -3 | 3 | 4 | -8 | -2 | 9
CC1CC(C)CN(C(=O)Cn2nnc(-c3ccccc3)n2)C1 (stereo not drawn) | 6 | -2 | -3 | -12 | -1 | -5 | 0 | -8
CCn1c(=O)n(CC(=O)N(C)Cc2ccccc2)c(=O)c2ccccc21 | 7 | 3 | -7 | -20 | 6 | -16 | 2 | 5
CCOC(=O)/C(=C/C=C1\Sc2cc(OCC)c(OCC)cc2N1CC)C(C)=O | 21 | -4 | 0 | -12 | 15 | -3 | -25 | 58
O=C(c1cnn2c(-c3ccccc3)cc(-c3ccccc3)nc12)N1CCN(Cc2ccccc2)CC1 | -437 | -3 | -2 | -21 | 3 | -6 | -76 | 4
Cc1ccc(/C=C2/Sc3ccc(C(=O)NCCN4CCOCC4)cc3NC2=O)cc1 | -28 | -2 | 2 | -2 | 17 | 1 | -8 | -7
Cc1nc2ccccc2c(=O)n1-c1cccc(NC(=O)c2cccs2)c1 | 11 | -4 | 11 | 2 | 6 | 4 | -1 | 2
OCC1(CCOc2ccccc2)CCN(Cc2ccccc2OC(F)F)CC1 | 18 | 3 | -7 | -30 | 1 | -6 | -1 | -16
CCN(CC)C(=O)c1ccc(CS(=O)(=O)Cc2ccccc2)cc1 | 8 | 2 | -5 | 9 | -8 | 13 | -1 | 1
CN(c1ccccc1)S(=O)(=O)c1ccc(Cl)c(C(=O)Nc2ccc(N3CCOCC3)cc2)c1 | 33 | 8 | -4 | -21 | -10 | 5 | 3 | -8
N#Cc1nc(-c2cccs2)oc1N1CCN(Cc2ccccc2)CC1 | -260 | -1 | -3 | -7 | 11 | -6 | 3 | -9
COc1ccc(CNc2nc3ccccc3s2)cc1OC | 11 | -3 | -12 | 0 | 1 | 9 | 0 | -4
O=C(c1cc(S(=O)(=O)N2CCN(c3ccccc3)CC2)ccc1Cl)N1CCCCCCC1 | 9 | 1 | -6 | -2 | 22 | -8 | 2 | -13
COc1ccc(-c2nn(-c3ccccc3)cc2C(N)=O)cc1OC | 1 | -4 | -9 | 8 | 10 | 13 | 1 | -9
O=C(NC(=S)Nc1ccc(S(=O)(=O)Nc2ncccn2)cc1)c1ccc(Br)cc1 | 13 | -8 | -2 | -7 | 1 | 5 | 2 | -14
O=C(Nc1ccccc1)N1CCCC(c2nc(-c3ccc(F)cc3)no2)C1 (stereo not drawn) | 22 | -1 | -4 | -13 | 1 | 7 | 2 | 17
COc1ccccc1OCC(=O)OC/C(O)=C(\C#N)c1nc2ccccc2[nH]1 | -67 | -3 | -5 | 0 | -2 | -3 | -57 | -18
COc1ccc(CNC(=O)C2CC(c3ccccc3C(F)(F)F)=NO2)cc1 (stereo not drawn) | 19 | 8 | -10 | 0 | 14 | 1 | 1 | 14
Cn1nc(-c2ccc(C(=O)Nc3cccnc3)cc2)c2ccccc2c1=O | 15 | -5 | 2 | 6 | 8 | -1 | 0 | -2
CC(C)N=c1c([N+](=O)[O-])nn(C)n1O | 17 | 6 | -6 | -27 | -3 | -10 | 4 | -7
Cc1cccc(NC(=O)CSc2nnc(NC(=O)c3ccco3)s2)c1 | -22 | 4 | -10 | 7 | -6 | 8 | 1 | -53
O=C(COC(=O)c1ccc2c(c1)OCCO2)Nc1cc(S(=O)(=O)N2CCOCC2)ccc1Cl | 5 | -10 | -7 | -9 | 4 | -4 | 3 | 11
CC(=O)c1c(O)cc(C)n(Nc2nc(C)cc(C)n2)c1=O | 16 | -7 | 2 | 3 | 4 | 6 | 2 | -20
O=S(=O)(O)c1ccc(N=NNc2ccc(Br)cc2)cc1 | 30 | -3 | 90* | 89* | 3 | 90* | 0 | -11
Cc1cc(C)c2c(=O)n(CC(=O)NC3CCCC3)sc2n1 | 7 | 1 | 1 | -1 | -17 | 11 | 2 | 90*
Cc1ccc(S(=O)(=O)N2CCOCC2)cc1NC(=O)C(c1ccc(Cl)cc1)C(C)C (stereo not drawn) | 11 | 0 | 0 | -12 | 14 | -8 | 3 | -4
CC(C)CCNC(=O)C(C)N(Cc1ccc(F)cc1)C(=O)c1ccc(CN2CCOCC2)o1 (stereo not drawn) | 30 | 3 | -2 | 13 | -3 | -3 | 0 | -3
COc1ccccc1NC(=O)CN(Cc1ccco1)C(=O)c1cncc(Br)c1 | 20 | -8 | -1 | -26 | -4 | -3 | 2 | 28
CCOCC(=O)Nc1cc([N+](=O)[O-])ccc1C | 11 | -13 | -8 | -7 | -6 | -6 | 1 | 5
CCC(=O)N(Cc1ccccc1)c1ccccn1 | 9 | 0 | 0 | -5 | 7 | -7 | -1 | 7
O=c1[nH]cc(S(=O)(=O)Nc2ccc3c(c2)OCO3)c(=O)[nH]1 | 14 | 4 | -6 | -11 | 6 | 4 | 3 | 5
CCN(CCN1CCCC1)C(=O)C1CCC(=O)N(CCCN2CCOCC2)C1 (stereo not drawn) | 16 | -8 | -4 | -9 | 21 | -12 | -14 | -8
COc1cc(/C=C2\SC(=S)N(NC(C)=O)C2=O)ccc1OC(=O)c1ccco1 | 22 | 4 | 21 | 14 | 4 | -13 | 20 | -8
CC(C(=O)N1CCCC1)N(C)CC(=O)Nc1cccc(F)c1 (stereo not drawn) | 3 | 0 | -2 | 8 | -1 | -1 | 1 | 8
O=c1[nH]cc(-c2ccccc2)c(=O)[nH]1 | 17 | -3 | 3 | 10 | -4 | 7 | 1 | -13
Cc1c(C(=O)c2ccccc2)oc2ccc3ccccc3c12 | -19 | 1 | -1 | -6 | 6 | 9 | 0 | 5
O=C(CCNC(=O)c1ccccc1Cl)Nc1nc(-c2ccc(F)cc2)cs1 | 10 | 2 | 2 | 7 | 6 | 4 | 4 | 3
COCCNC(=O)NC(=O)CN1C(=O)NC(Cc2c[nH]c3ccccc23)C1=O (stereo not drawn) | 2 | 3 | 1 | -10 | -5 | -7 | -1 | -1
CN1CCN(c2nc3c(c(=O)[nH]c(=O)n3C)n2CC(N)=O)CC1 | 10 | -7 | 6 | -6 | -2 | -7 | -1 | -6
COc1ccc(-c2nnc(-c3cc(OC)c(OC)c(OC)c3)o2)cc1OC | -417 | -3 | 15 | 5 | 8 | 0 | 0 | 2
O=C(NC(=S)Nc1ccc2oc(=O)ccc2c1)c1cccc(Cl)c1 | 11 | -2 | 11 | 7 | 0 | 10 | 1 | -2
Nc1nc(-c2ccccc2)nn1S(=O)(=O)c1ccccc1 | 14 | 12 | -9 | -12 | -3 | -8 | 1 | -16
Cc1nc2ccccc2cc1C(=O)O | 16 | 3 | -6 | -17 | 10 | -10 | 3 | -8
O=C1C2(c3ccccc3)CN(CCCO)CC1(c1ccccc1)CN(CCCO)C2 | 8 | -9 | -3 | 4 | -22 | 12 | 1 | 11
COCCn1c(=O)[nH]c2cc(C(=O)NC3CCCCCC3)ccc2c1=O | -138 | -7 | 0 | -8 | 4 | -4 | 1 | -2
COc1ccc2sc3ccccc3c(=O)c2c1OC | -23 | 8 | 5 | 20 | 8 | -4 | -54 | 3
CC(C)(C)NC(=O)CN(C(=O)CS(=O)CC(=O)Nc1ccc(F)cc1)c1ccc2c(c1)OCCO2 (stereo not drawn) | 12 | 1 | -1 | 0 | -5 | -1 | -1 | 2
CN(CC(=O)Nc1ccc(F)c(Cl)c1)S(=O)(=O)c1cccc2nsnc12 | 22 | 1 | 1 | -8 | 10 | 1 | 4 | 8
Cc1ccc(-n2nnc(-c3cc4ccccc4n3C)n2)cc1 | i | -4 | -21 | -21 | 8 | 33 | -60 | -2
CN1CCN(CCCNC(=S)Nc2ccc(F)c(Cl)c2)CC1 | 38 | -1 | 2 | 1 | -16 | 6 | 4 | 14
COc1ccc(Cl)cc1NC(=S)N1CCN(S(C)(=O)=O)CC1 | 24 | -3 | 1 | -16 | 3 | -3 | 3 | -14
CCOC(=O)c1cnc2c(C)cccc2c1Nc1ccc(N2CCOCC2)cc1 | . | . | 2 | -20 | 33 | 8 | . | .
CCn1c(O)c(N=NC(=O)CNC(=O)/C=C/c2ccco2)c2ccccc21 | 18 | 14 | -3 | -1 | 0 | 8 | 2 | -21
O=C(CSc1nnc(NC(=O)C2CC(=O)N(c3ccc(F)cc3)C2)s1)NCC1CCCO1 (stereo not drawn) | 4 | -5 | -10 | 2 | 21 | -3 | 1 | 9

Records listed so far that bear a hit mark in PfG6PD inh:
SMILES	HKDC1 inh	SENP6 inh	SENP7 inh	SENP1 FRET inh	PfG6PD inh
Cc1cc(C)c2c(=O)n(CC(=O)NC3CCCC3)sc2n1	1	-1	11	2	90*

(cont.)
SMILES | SENP8 block-1 | HKDC1 inh | SENP8 block-2 | SENP6 inh | Apaf-1 inh | SENP7 inh | SENP1 FRET inh | PfG6PD inh
COc1ccc(N(C(=O)c2snc(C(N)=O)c2N)C(C(=O)NCc2ccccc2)c2ccc(O)cc2)cc1OC (stereo not drawn) | -166 | 2 | 2 | -11 | 5 | 4 | -4 | 7
C=CCN(CC=C)C(=S)NC(=O)c1ccc([N+](=O)[O-])cc1 | 11 | -6 | -7 | 0 | -3 | -5 | 1 | 86*
CN(Cc1c(F)cccc1Cl)C(=O)C1CC(=O)N(CCc2ccccc2)C1 (stereo not drawn) | 8 | -1 | -3 | 3 | -4 | 7 | -1 | -6
CCC(=O)N1CCc2cc(S(=O)(=O)NC(Cc3ccccc3)C(=O)NC3CCCC3)ccc21 (stereo not drawn) | 8 | -5 | 0 | -17 | 6 | 0 | -1 | -20
O=C(NCc1cccs1)C1CCN(S(=O)(=O)c2cccc3nsnc23)CC1 | 12 | 0 | 0 | -8 | 4 | 4 | 3 | 0

In the list so far, these have a nitro group on carbon:
SMILES | SENP8 block-1 | HKDC1 inh | SENP8 block-2 | SENP6 inh | Apaf-1 inh | SENP7 inh | SENP1 FRET inh | PfG6PD inh
CC(C)N=c1c([N+](=O)[O-])nn(C)n1O | 17 | 6 | -6 | -27 | -3 | -10 | 4 | -7
CCOCC(=O)Nc1cc([N+](=O)[O-])ccc1C | 11 | -13 | -8 | -7 | -6 | -6 | 1 | 5
C=CCN(CC=C)C(=S)NC(=O)c1ccc([N+](=O)[O-])cc1 | 11 | -6 | -7 | 0 | -3 | -5 | 1 | 86*

Bioassay records: PubChem BioAssay, Sanford-Burnham Center for Chemical Genomics
